Screening results from PubChem.
M18AAP inhibitor – PfM18AAP enzyme inhibition; recombinant PfM18AAP, H-Glu-NHMec fluorogenic cleavage; inhibition, % at 7.35 µM; hit rate 1.2% among 290,000; AID 1822;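 active = inhibition above the campaign mean inhibition over all tested compounds plus 3 SD, cut at about 28% in these data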;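 note: 0% = plate median of test compound wells and 100% = 2 mM ZnCl2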
p-CIP stab down – p/CIP protein destabilization; decrease of EGFP signal, % at 10 µM; hit rate 0.01% among 290,000; F442A p/CIP-EGFP cells, EGFP fluorescence, 16 h;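 active = EGFP signal decrease of at least 30% at 10 µM or well 3 SD below plate mean, unless failing retest; inactive = the rest, including hits failing retest or dose response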; note: some compounds called inactive have numbers as strong as hits; many of its hits are not listed in these tables
IDE inh – inhibits human insulin-degrading enzyme in HEK cells. P14735. FAbetaB cleavage, fluorescence polarization. inhibition, % at 5.59 µM. hit rate 0.41% among 320,000. AID 434962;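 active = percent inhibition above the average of all tested compounds plus 3 SD, set per screening campaign, cut at about 16% in these data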;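 note: IDE supplied by intact live HEK cells; FP after avidin binding of uncleaved biotin substrate so inhibition keeps polarization high; 0% = DMSO wells and 100% = 60 µM reference IDE inhibitor Ii1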
IMP-1 inhibitor – blocks Pseudomonas aeruginosa IMP-1 metallo-beta-lactamase; purified IMP-1, nitrocefin hydrolysis, epi-absorbance fluorescence; inhibition, % at 5.6 µM; hit rate 0.45% among 290,000; AID 1556;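 active = inhibition above the mean plus 3 SD of all compounds in the same screening run, cut at about 4.5% in these data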;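 note: 0% = IMP-1 with DMSO and 100% = DMSO wells lacking enzyme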
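System: purified recombinant IMP-1 beta-lactamase. Medium: Zinc- and detergent-supplemented HEPES buffer, pH 7.1. Compound: one 5.6 µM dose […]. Schedule: 15 min preincubation plus 25 min reaction at 25 °C. Technique: Epi-absorbance fluorescence, 480 nm excitation, 530 nm emission.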
GPR7 antagonist – antagonists of human GPR7 (neuropeptides B/W receptor 1); GPR7-expressing cells, fluorescence antagonist assay; AID 1861; P48145; inhibition, % at 4.4 µM; hit rate 1.1% among 290,000; in the data active = inhibition above about 16%, passing the limit was not always enough;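 note: cells stimulated with the agonist NPW; 0% = agonist with vehicle and 100% = vehicle without agonist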
Target sequence (P48145 whole entry, looked up): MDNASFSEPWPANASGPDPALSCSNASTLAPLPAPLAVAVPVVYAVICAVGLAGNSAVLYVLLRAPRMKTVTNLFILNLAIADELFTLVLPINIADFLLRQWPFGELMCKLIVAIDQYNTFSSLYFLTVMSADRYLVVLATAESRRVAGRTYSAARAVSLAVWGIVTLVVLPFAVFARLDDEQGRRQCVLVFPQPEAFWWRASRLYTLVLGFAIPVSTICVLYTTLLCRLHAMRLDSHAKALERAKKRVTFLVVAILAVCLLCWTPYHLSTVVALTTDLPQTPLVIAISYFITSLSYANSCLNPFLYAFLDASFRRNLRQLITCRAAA
VIM-2 inhibitor – inhibitors of Pseudomonas aeruginosa VIM-2 metallo-beta-lactamase | hit rate 0.89% among 290,000 | inhibition, % at 5.6 µM | AID 1527 | purified VIM-2, nitrocefin hydrolysis, epi-absorbance fluorescence;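 active = inhibition above the mean of all tested compounds plus 3 SD, cutoff set per screening run, cut at about 7.5% in these data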;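 note: red hydrolysis product quenches plate fluorescence so inhibitors raise well fluorescence; 0% = enzyme with DMSO and 100% = DMSO without enzyme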
NALP1 inh – NALP1 inhibition; S. cerevisiae NALP1/ASC/caspase-1 growth, X-gal OD620, 72 h; inhibition, % at 10 µM; hit rate 0.61% among 280,000; AID 2071; in the data active = inhibition mostly above about 24%, no sharp cut-off; inactive = mostly below about 32%; note: some compounds called inactive have numbers as strong as hits
PHOSPHO1 block – inhibitors of human PHOSPHO1 phosphatase; inhibition, % at 13.3 µM; Q8TCT1; recombinant PHOSPHO1, absorbance phosphatase assay; hit rate 1.1% among 290,000; AID 1565; in the data active = inhibition above about 60%
Target sequence (Q8TCT1 whole entry, looked up): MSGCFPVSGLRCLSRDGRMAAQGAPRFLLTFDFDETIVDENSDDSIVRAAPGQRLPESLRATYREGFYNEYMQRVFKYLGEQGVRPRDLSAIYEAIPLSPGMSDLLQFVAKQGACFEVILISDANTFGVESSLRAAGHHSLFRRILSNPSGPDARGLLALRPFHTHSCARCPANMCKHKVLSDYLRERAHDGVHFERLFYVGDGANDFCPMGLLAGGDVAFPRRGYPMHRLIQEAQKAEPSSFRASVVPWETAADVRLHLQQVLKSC
IDE cell activ – boosts human insulin-degrading enzyme activity in HEK cells | FAbeta-B cleavage, fluorescence polarization; 0% vehicle, 100% cell-free pure enzyme wells | hit rate 0.073% among 340,000 | activation, % at 5.96 µM | P14735 | AID 493087;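 active = activation above the mean of all tested compounds plus 3 SD, set per screening campaign, cut at about 17% in these data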
The depositor's hits bear a star.

Screening COc1ccccc1CN1CC(C(=O)N2CCOCC2)CCC1=O (stereo unspecified) returned M18AAP inhibitor -4, p-CIP stab down 8, IDE inh -2, IMP-1 inhibitor -2.6, GPR7 antagonist -5, VIM-2 inhibitor -0.7, NALP1 inh 12, PHOSPHO1 block 13 and IDE cell activ -1.
Screening CCC(C)n1c(SCC(=O)/C(C#N)=C(\C)N)nc2ccccc2c1=O (stereo unspecified) returned M18AAP inhibitor 4, p-CIP stab down -6, IDE inh -1, IMP-1 inhibitor -3.4, GPR7 antagonist -7, VIM-2 inhibitor -4.9, NALP1 inh 33, PHOSPHO1 block -7 and IDE cell activ -1.
Screening COc1ccc(-c2cc(C(F)F)n3ncc(C(=O)Nc4cccc(S(=O)(=O)N5CCOCC5)c4)c3n2)cc1 returned M18AAP inhibitor 1, p-CIP stab down -10, IDE inh 6, IMP-1 inhibitor -2.4, GPR7 antagonist -18, VIM-2 inhibitor -1.1, NALP1 inh 9, PHOSPHO1 block 4 and IDE cell activ 7.
COc1ccc(C(=O)/C(C#N)=N/Nc2cccc([N+](=O)[O-])c2)cc1 was read as M18AAP inhibitor 9, p-CIP stab down -24, IMP-1 inhibitor -2.8, GPR7 antagonist 19, VIM-2 inhibitor -2.8, NALP1 inh 13, PHOSPHO1 block 35 and IDE cell activ 0.
C=CCn1c(N)cc(=O)nc1SCC(=O)Nc1ccc(C(=O)OC)cc1 was read as M18AAP inhibitor 7, p-CIP stab down -5, IDE inh 4, IMP-1 inhibitor -4.5, GPR7 antagonist -3, VIM-2 inhibitor -2.1, NALP1 inh 16, PHOSPHO1 block -98 and IDE cell activ 0.
COc1ccc(-n2c3c(cc(C(=O)NNc4ccccc4C)c2=O)C(=O)CC(C)(C)C3)cc1 was read as M18AAP inhibitor -7, p-CIP stab down 1, IDE inh 2, IMP-1 inhibitor -1.9, GPR7 antagonist -12, VIM-2 inhibitor -1.8, NALP1 inh 18, PHOSPHO1 block -27 and IDE cell activ 0.
Screening O=C(Cc1ccc(F)cc1)N1CCC(CC2CC(c3cccc(Br)c3)=NO2)(C(=O)NCC2CCCCC2)CC1 (stereo unspecified) returned M18AAP inhibitor 6, p-CIP stab down -4, IDE inh -1, IMP-1 inhibitor -2.3, GPR7 antagonist -10, VIM-2 inhibitor 0.1, NALP1 inh 19, PHOSPHO1 block -7 and IDE cell activ -4.
`CC(C)(C)c1ccc(-c2noc(-c3ccc4c(c3)CCO4)n2)cc1` gave M18AAP inhibitor -2, p-CIP stab down -6, IDE inh 2, IMP-1 inhibitor -0.8, GPR7 antagonist -13, VIM-2 inhibitor -1.8, PHOSPHO1 block 13 and IDE cell activ 10.
`O=C(NNC(=O)c1cccc(Br)c1)C(=O)N1CCCCC1` gave M18AAP inhibitor -10, p-CIP stab down -5, IDE inh 0, IMP-1 inhibitor -0.9, GPR7 antagonist 3, VIM-2 inhibitor -2.0, NALP1 inh 21, PHOSPHO1 block -17 and IDE cell activ -1.
`COc1cc(CNC(=O)c2ccccc2NC(=O)C2=C(C)OCCS2)cc(OC)c1OC` gave M18AAP inhibitor 4, p-CIP stab down 14, IDE inh 5, IMP-1 inhibitor -2.6, GPR7 antagonist -18, VIM-2 inhibitor -0.2, NALP1 inh 18, PHOSPHO1 block 2 and IDE cell activ 5.
CCOc1ccc(CCNC(=O)C(CC)n2nc(C)n3c(cc4sccc43)c2=O)cc1OCC (stereo unspecified) was read as M18AAP inhibitor -2, p-CIP stab down -26, IDE inh -3, IMP-1 inhibitor -1.4, GPR7 antagonist 1, VIM-2 inhibitor -1.5, NALP1 inh -6, PHOSPHO1 block 4 and IDE cell activ 0.
S=c1[nH]nc(-c2ccc(Br)cc2)n1Cc1ccccc1 was read as M18AAP inhibitor 22, p-CIP stab down 0, IDE inh -5, IMP-1 inhibitor -2.2, GPR7 antagonist -11, VIM-2 inhibitor 0.3, NALP1 inh -3, PHOSPHO1 block 19 and IDE cell activ -3.
`COCCNC(=O)c1ccc2c3n(nc2c1)-c1ccccc1CO3` gave p-CIP stab down -7, IDE inh 3, NALP1 inh -1, PHOSPHO1 block 18 and IDE cell activ -2.
For CN(C)/N=C/c1cn(-c2ccccc2)nc1-c1cccnc1 the results were M18AAP inhibitor 1, p-CIP stab down 16, IDE inh 4, IMP-1 inhibitor -2.2, GPR7 antagonist -10, VIM-2 inhibitor -3.6, NALP1 inh 11, PHOSPHO1 block -7 and IDE cell activ 3.
Screening COc1ccc(-c2ccc(SCC(=O)c3cccs3)nn2)cc1 returned M18AAP inhibitor 4, p-CIP stab down -1, IDE inh 2, IMP-1 inhibitor -3.2, GPR7 antagonist 1, VIM-2 inhibitor -0.8, NALP1 inh 5, PHOSPHO1 block 34 and IDE cell activ 4.
For CC(NC(=O)C1CCN(C(=O)[C@@H]2Cc3ccccc3CN2C(=O)OC(C)(C)C)CC1)c1ccccc1 (stereo partly specified) the results were M18AAP inhibitor -3, p-CIP stab down -3, IDE inh 7, IMP-1 inhibitor -3.1, GPR7 antagonist -11, VIM-2 inhibitor -2.7, NALP1 inh 14, PHOSPHO1 block 7 and IDE cell activ 0.
`COc1ccc(/C=N/N(CCC(=O)NC(C)(C)C)C2=NS(=O)(=O)c3ccccc32)cc1` gave M18AAP inhibitor 1, p-CIP stab down 7, IDE inh 2, IMP-1 inhibitor -3.0, GPR7 antagonist -16, VIM-2 inhibitor -1.2, NALP1 inh 5, PHOSPHO1 block 23 and IDE cell activ -2.
For CCSc1nc2c(c(=O)[nH]1)C(C(C)C)C(C#N)=C(N)O2 (stereo unspecified) the results were M18AAP inhibitor 6, p-CIP stab down -2, IDE inh 2, IMP-1 inhibitor -6.5, GPR7 antagonist -12, VIM-2 inhibitor -0.2, NALP1 inh -15, PHOSPHO1 block 1 and IDE cell activ 0.
`Cc1csc(NC(=O)c2cc3c(s2)CCCC3)n1` gave M18AAP inhibitor 3, p-CIP stab down -41, IDE inh -2, IMP-1 inhibitor -2.6, GPR7 antagonist -7, VIM-2 inhibitor -2.7, NALP1 inh 23, PHOSPHO1 block 18 and IDE cell activ 1.
Cc1cccc(NC(=S)N2CCN(S(=O)(=O)c3cccc(F)c3)CC2)c1 was read as M18AAP inhibitor -1, p-CIP stab down -5, IDE inh -4, IMP-1 inhibitor -2.0, GPR7 antagonist -4, VIM-2 inhibitor -2.1, NALP1 inh -2, PHOSPHO1 block 28 and IDE cell activ 0.
O=C(CSc1nnc(-c2cccnc2)n1Cc1ccco1)c1ccc(Cl)c(Cl)c1 was read as M18AAP inhibitor 4, p-CIP stab down -15, IDE inh 3, IMP-1 inhibitor -4.8, GPR7 antagonist -7, VIM-2 inhibitor -3.1, NALP1 inh 8, PHOSPHO1 block 71* and IDE cell activ -13.
For CC(=O)Nc1ccccc1NC(=O)C(F)(F)F the results were M18AAP inhibitor -7, p-CIP stab down -4, IDE inh -5, IMP-1 inhibitor -5.1, GPR7 antagonist -8, VIM-2 inhibitor 0.0, NALP1 inh 9, PHOSPHO1 block 3 and IDE cell activ 3.
For CCn1cc(C(=O)O)c(=O)c2cc(F)c(N3CCN(C(=S)NC(=O)c4ccccc4C)CC3)cc21 the results were M18AAP inhibitor 1, p-CIP stab down -16, IDE inh 2, IMP-1 inhibitor -3.7, GPR7 antagonist -11, VIM-2 inhibitor -2.0, PHOSPHO1 block 13 and IDE cell activ 5.
Screening CCn1cc(C(=O)NCC(OC)OC)c(=O)c2cc(S(=O)(=O)N3CCCC3)ccc21 returned M18AAP inhibitor -3, p-CIP stab down 1, IDE inh -2, IMP-1 inhibitor -1.5, GPR7 antagonist -17, VIM-2 inhibitor -0.1, NALP1 inh 1, PHOSPHO1 block 45 and IDE cell activ 3.
Screening NC12CC3CC(C1)CC(O)(C3)C2 returned M18AAP inhibitor -17, p-CIP stab down 8, IDE inh 2, IMP-1 inhibitor -1.4, GPR7 antagonist -14, VIM-2 inhibitor -0.3, NALP1 inh 18, PHOSPHO1 block 15 and IDE cell activ -4.
COc1ccc(CCNC(=O)CCNC(=O)c2ccc(Br)cc2)cc1OC was read as M18AAP inhibitor 0, p-CIP stab down -13, IDE inh -3, IMP-1 inhibitor 0.3, GPR7 antagonist -11, VIM-2 inhibitor -1.9, NALP1 inh 23, PHOSPHO1 block -4 and IDE cell activ 3.
COc1ccc(NC(=S)N/N=C/c2cccn2Cc2ccccc2F)cc1 was read as M18AAP inhibitor 5, p-CIP stab down 9, IDE inh 3, IMP-1 inhibitor -0.1, GPR7 antagonist -16, VIM-2 inhibitor -4.3, NALP1 inh 9, PHOSPHO1 block -11 and IDE cell activ -1.
Screening Cc1ccc(S(=O)(=O)N(Cc2cc3cccc(C)c3[nH]c2=O)c2ccccc2)cc1 returned M18AAP inhibitor -4, p-CIP stab down 5, IDE inh 1, IMP-1 inhibitor -1.2, GPR7 antagonist -3, VIM-2 inhibitor -2.3, NALP1 inh 20, PHOSPHO1 block -10 and IDE cell activ 8.
For CNC(=S)Nc1cccc(C(=O)OC)c1 the results were M18AAP inhibitor 0, p-CIP stab down -16, IDE inh 6, IMP-1 inhibitor -4.6, GPR7 antagonist -9, VIM-2 inhibitor -0.3, NALP1 inh -9 and PHOSPHO1 block 29.
`CN(CC(O)CON=C1c2ccccc2-c2ccccc21)S(=O)(=O)c1ccc(Br)cc1` (stereo unspecified) gave M18AAP inhibitor -4, p-CIP stab down 3, IDE inh -3, IMP-1 inhibitor -5.1, GPR7 antagonist -6, VIM-2 inhibitor -3.2, NALP1 inh 27, PHOSPHO1 block 3 and IDE cell activ 1.
O=S(=O)(c1ccc(Br)s1)N1CCN(c2ncccn2)CC1 was read as M18AAP inhibitor -3, p-CIP stab down -6, IDE inh 4, IMP-1 inhibitor -2.1, GPR7 antagonist -1, VIM-2 inhibitor -2.4, NALP1 inh 24, PHOSPHO1 block -5 and IDE cell activ -5.
`COc1ccc(CNC(=O)CCn2cccc2)cc1` gave M18AAP inhibitor 1, p-CIP stab down -9, IDE inh 2, IMP-1 inhibitor -5.1, GPR7 antagonist -9, VIM-2 inhibitor -4.6, NALP1 inh 4, PHOSPHO1 block -11 and IDE cell activ -4.
Screening CCCCN1C(=S)NC[C@@H]1Cc1cccc2ccccc12 returned p-CIP stab down 4, IDE inh -1, PHOSPHO1 block 25 and IDE cell activ 1.
COc1ccc(N(CC(=O)NCCSc2ccccn2)S(C)(=O)=O)cc1 was read as M18AAP inhibitor -6, p-CIP stab down -5, IDE inh -3, IMP-1 inhibitor -2.1, GPR7 antagonist -12, VIM-2 inhibitor 0.2, NALP1 inh 8, PHOSPHO1 block -2 and IDE cell activ 2.
For O=C(/C=C/c1ccc(Cl)cc1)Nc1ccc(N2CCCCC2)cc1 the results were M18AAP inhibitor 2, p-CIP stab down 1, IDE inh 3, IMP-1 inhibitor -0.8, GPR7 antagonist -12, VIM-2 inhibitor -0.6, NALP1 inh 0, PHOSPHO1 block 12 and IDE cell activ 40*.
`COC(=O)CCC(=O)Nc1nc(-c2ccccc2)cs1` gave M18AAP inhibitor 5, IDE inh 1, IMP-1 inhibitor -7.9, GPR7 antagonist 0, VIM-2 inhibitor -0.5 and IDE cell activ 3.
